DAX1 inh-1: DAX1 (NR0B1) inhibitors on StAR promoter, primary screen, cell-based, luminescence, SF-1 (NR5A1), full-length DAX-1 | HEK293T StAR-luciferase reporter, SF-1/DAX-1 repression relief | inhibition, % at 6.8 µM | actives 1.1% (n = 370,000) | AID 652010, 2013;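 active means inhibition above the mean over all tested compounds plus 3 SD, cut at about 3.6% in these data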;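 further: 0% = DAX-1 cells with DMSO and 100% = cells lacking DAX-1 with DMSO; higher inhibition means more luminescence from relief of DAX-1 repression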
SMARCA2 act: SMARCA2 (BRM) function activators, primary screen, cell-based, luminescence, high throughput; actives 1% (n = 370,000); activation, % at 9.1 µM; MG213 cells, MMTV-luciferase reporter, dexamethasone, overnight; in the data active means activation above about 7.8%;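 further: 0% = vehicle wells and 100% = reference activator wells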
GAA850 FXN act: FXN promoter activators, primary screen, cell-based, luciferase luminescence, HEK293 lucGAA850; HEK293 lucGAA850 FXN promoter luciferase reporter, 24 h; percent of 10 µM SAHA response; activation, % at 6 µM; actives 0.56% (n = 360,000);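 active means activation above the average of all compounds screened plus 3 SD, cutoff fixed separately per campaign, cut at about 7.5% in these data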;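 further: 0% = DMSO wells and 100% = 10 µM SAHA wells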
ADAM10 inh: human ADAM10 inhibitors, primary screen, biochemical, QFRET, HTS; Disintegrin and metalloproteinase domain-containing protein 10 (Homo sapiens), O14672; recombinant ADAM10, EDANS/DABCYL FRET peptide cleavage, 3 h; inhibition, % at 7 µM; actives 0.62% (n = 370,000);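 active means inhibition above a per-campaign cutoff equal to the mean of compounds falling between control-based bounds plus 3 SD, cut at about 20% in these data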;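 further: 0% = DMSO wells while the 100% control is not disclosed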
hcDAF-12 act: H. contortus DAF-12 nuclear receptor activators, primary screen, cell-based, luminescence, HEK293, lit1-tk-luc reporter | activation, % at 6.8 µM | actives 1.4% (n = 370,000) | AID 652067, 2013 | HEK293 hcDAF-12 lit1-tk-luc reporter; 0% DMSO, 100% Δ7-dafachronic acid;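 active means activation above the mean of all tested compounds plus 3 SD, cut at about 5.5% in these data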;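 further: 100% = response to 3 µM Δ7-dafachronic acid high control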
NPR2 activator: human GC-B receptor activators, primary screen, HEK293 GC-B cells, cGMP TR-FRET, EC30 CNP | Atrial natriuretic peptide receptor 2 (Homo sapiens), P20594 | 0% at EC30 CNP, 100% saturating CNP | activation, % at 10 µM | actives 0.11% (n = 370,000);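 active means activation at 10 µM reaching about 35% in either raw or pattern-adjusted values, limit read from the data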
ssDAF-12 act: S. stercoralis DAF-12 nuclear receptor activators, primary screen, cell-based, luminescence, HEK293, GRIP1 co-expression, lit1-tk-luc | Nuclear hormone receptor DAF-12 (Strongyloides stercoralis) | HEK293 ssDAF-12/GRIP1 lit1-tk-luc reporter; % of 3 µM dafachronic acid response | activation, % at 6.8 µM | actives 1% (n = 370,000) | AID 652126, 2013;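 active means activation above the mean over all tested compounds plus 3 SD, cut at about 0.9% in these data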;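 further: 0% = DMSO-only wells and 100% = 3 µM delta7-dafachronic acid wells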
DAX1 inh-2: DAX1 (NR0B1) inhibitors, primary screen, cell-based, HEK293, Gal4-DAX1, luciferase luminescence. AID 504766, 2011. actives 0.99% (n = 340,000). inhibition, % at 6.75 µM. HEK293 Gal4-DAX1 luciferase reporter. Nuclear receptor subfamily 0 group B member 1 (Homo sapiens), P51843;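 active means inhibition above the mean over all tested compounds plus 3 SD, cut at about 4.2% in these data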;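 further: 0% = DAX1-transfected cells with DMSO and 100% = empty-vector control cells with DMSO; inhibition shows as a rise in luminescence from relieved DAX1 repression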
hgDAF-12 ag: H. glycines DAF-12 receptor agonists, primary screen, cell-based, luminescence, HEK293, GAL4 fusion, UAS-luciferase; HEK293 GAL4-hgDAF12 UAS-luciferase reporter, agonist luminescence; normalized to butyrate control; Nuclear hormone receptor DAF-12 (Heterodera glycines), GAL4 fusion; AID 687014, 2013; activation, % at 6.8 µM; actives 1.8% (n = 370,000);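 active means activation above a cutoff set at the mean of all screened compounds plus 3 SD, cut at about 10% in these data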;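 further: 0% = DMSO wells and 100% = sodium butyrate wells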
sPLA2-III inh: human group III sPLA2 inhibitors, primary screen, biochemical, QFRET, BODIPY PC-A2 liposome substrate; actives 0.56% (n = 370,000); AID 743126, 2013; Group 3 secretory phospholipase A2 (Homo sapiens), Q9NZ20; inhibition, % at 12.2 µM; QFRET BODIPY PC-A2 liposome hydrolysis, fluorescence;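 active means inhibition above mean plus 3 SD of compounds lying within the high and low control bounds, cut at about 19% in these data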;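 further: 0% = median of test compound wells and 100% = no enzyme DMSO wells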
GC-A act: GC-A stimulated cGMP production enhancers – HEK293 GC-A cells, cGMP TR-FRET, EC30 ANP, primary screen; Atrial natriuretic peptide receptor 1 (Homo sapiens), P16066; 0% at EC30 ANP, 100% saturating ANP; activation, % at 10 µM; actives 0.14% (n = 370,000); AID 1671463, 2021; in the data active means activation above about 40%
Target sequence (P16066 whole entry, looked up): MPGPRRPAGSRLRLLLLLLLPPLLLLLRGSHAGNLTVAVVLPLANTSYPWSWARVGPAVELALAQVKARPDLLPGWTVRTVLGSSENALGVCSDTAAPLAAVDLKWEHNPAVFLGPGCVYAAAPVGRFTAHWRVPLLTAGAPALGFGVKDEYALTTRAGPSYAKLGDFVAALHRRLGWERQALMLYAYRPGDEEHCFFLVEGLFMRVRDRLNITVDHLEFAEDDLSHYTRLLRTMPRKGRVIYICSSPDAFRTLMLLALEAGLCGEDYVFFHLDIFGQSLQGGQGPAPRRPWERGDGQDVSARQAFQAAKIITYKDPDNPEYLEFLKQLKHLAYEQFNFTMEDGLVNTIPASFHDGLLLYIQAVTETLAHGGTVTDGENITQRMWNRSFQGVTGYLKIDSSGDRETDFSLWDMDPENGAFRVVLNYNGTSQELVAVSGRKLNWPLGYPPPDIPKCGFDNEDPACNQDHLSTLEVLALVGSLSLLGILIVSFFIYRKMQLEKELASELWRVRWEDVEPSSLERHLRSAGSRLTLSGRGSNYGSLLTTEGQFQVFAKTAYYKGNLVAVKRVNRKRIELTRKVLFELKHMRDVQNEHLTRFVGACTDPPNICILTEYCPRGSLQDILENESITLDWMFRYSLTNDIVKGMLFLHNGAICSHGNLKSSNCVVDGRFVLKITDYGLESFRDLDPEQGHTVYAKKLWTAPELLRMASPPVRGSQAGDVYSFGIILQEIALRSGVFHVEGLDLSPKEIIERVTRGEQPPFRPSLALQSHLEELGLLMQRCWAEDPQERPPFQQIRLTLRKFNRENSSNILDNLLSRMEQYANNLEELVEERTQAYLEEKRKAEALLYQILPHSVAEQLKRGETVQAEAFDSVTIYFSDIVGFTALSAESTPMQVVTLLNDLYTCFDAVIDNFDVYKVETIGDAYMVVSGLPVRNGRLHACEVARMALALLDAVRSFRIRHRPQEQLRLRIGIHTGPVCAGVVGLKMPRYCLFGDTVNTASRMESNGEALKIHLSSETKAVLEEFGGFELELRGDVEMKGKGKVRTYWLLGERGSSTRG
The depositor's hits bear a star; i = inactive; / = no result given.

SMILES	DAX1 inh-1	SMARCA2 act	GAA850 FXN act	ADAM10 inh	hcDAF-12 act	NPR2 activator	ssDAF-12 act	DAX1 inh-2	hgDAF-12 ag	sPLA2-III inh	GC-A act
Cc1ccc(NC(=S)c2nc3ccccc3[nH]2)c(C)c1	5.1*	4	4.2	6	6.8*	1	1.6*	0.7	24*	31*	8
O=C(NCc1ccc(F)cc1)C1CC(=O)N(Cc2ccco2)C1 (configuration not stated)	-0.1	-2	1.0	7	0.0	1	-0.6	0.5	-1.6	3	3
O=c1cnnc(N/N=C/c2cccs2)[nH]1	-0.3	2	0.3	-4	-0.6	2	-1.7	2.4	1.0	0	2
C/C(=N\NC(=O)c1nn(C)c(C)c1Br)c1ccc(NC(=O)C2CCCC2)cc1	8.9*	3	6.3	-13	4.0	-2	0.1	1.7	12*	8	-1
Cc1nc(SCC(=O)N2CCOCC2)c2c(C)c(C)sc2n1	-0.4	0	1.4	-12	-1.9	-1	-1.1	-2.0	-0.3	3	0
COc1ccc(C(=O)Cc2ccccc2)cc1OC	0.3	1	3.4	6	-2.4	-3	-0.1	-0.1	-0.3	-4	3
O=C1CCCN2N=C(SCC(=O)N3N=C(c4ccc(Br)cc4)CC3c3ccc(F)cc3)SC2=N1 (configuration not stated)	-0.3	-2	-0.7	16	1.6	1	-2.1	-1.9	1.0	-27	-4
Cc1c(NC(=O)COC(=O)Cn2cc(C(F)(F)F)ccc2=O)cccc1[N+](=O)[O-]	0.3	-4	-1.8	1	-0.1	-2	-1.1	0.9	1.0	1	-1
C/C(=N/NC(N)=S)c1cc2ccc(O)cc2oc1=O	-1.2	-3	0.4	i	0.2	5	-1.4	-0.6	-2.9	-4	3
COc1ccc(C(C#N)=Cc2cccc(OC)c2OC)cc1	-2.8	-4	-2.4	-45	-0.7	-6	-1.0	-2.0	9.8	-4	-5
O=C(O)c1ccc2c(c1)C(=O)N(c1ccc([N+](=O)[O-])cn1)C2=O	0.0	-2	0.7	1	1.2	3	-1.3	-1.4	0.1	-3	-3
CCOc1ccc(Nc2ccc(C(=O)O)cc2[N+](=O)[O-])cc1	-0.1	-4	2.5	12	-0.7	-3	-1.1	0.5	-1.2	-5	-8
O=C(Cc1cccs1)N(c1ccc(Br)cc1)C1C=CS(=O)(=O)C1 (configuration not stated)	0.3	3	0.6	-7	0.5	1	-0.4	-0.3	-0.8	12	-13
CC1CN(S(=O)(=O)c2ccccc2)C(C)N1C(=O)N1CCOCC1 (configuration not stated)	-0.3	2	1.2	0	4.4	-6	-1.5	0.1	1.8	2	-6
CC1CC1C(=O)OCC(=O)NC(=O)NCc1ccco1 (configuration not stated)	2.0	0	-0.9	4	-2.0	3	-0.8	0.2	-1.1	4	-2
CCOC(=O)C1(CCCc2ccccc2)CCN(C(=O)Cc2nonc2C)CC1	-0.2	-4	0.6	10	-1.9	0	-2.0	-2.5	1.5	-5	-7
CCSc1nc(-c2ccco2)ccc1C#N	0.1	-3	0.5	-17	-1.2	-2	-0.8	-1.4	-1.0	17	-2
O=C(/C(=N/N=C/c1ccc(O)c(O)c1)c1ccccc1)c1ccccc1	-0.4	-3	3.9	13	-1.6	-4	-1.0	0.9	2.5	-10	-7
O=C(N/N=C\c1ccccc1)c1sccc1-n1cccc1	0.4	3	2.1	-6	0.6	6	-0.8	2.0	7.3	-13	-5
CC1C/C(=N\NC(=O)c2cccnc2)CC(C)(C)C1 (configuration not stated)	1.6	0	3.0	-2	-1.0	5	-1.4	0.3	2.6	-3	2
COc1cc(S(C)=O)ccc1-c1nc2ncccc2[nH]1 (configuration not stated)	-0.6	-4	1.1	-472	-0.8	3	-0.8	0.1	-0.8	-5	5
O=C(NNC(=O)c1cccc(S(=O)(=O)N2CCc3ccccc32)c1)c1ccccc1	-3.6	-5	1.3	7	-0.9	-1	-2.2	-1.4	-5.1	-30	1
O=C(CNC(=O)c1ccc(Br)o1)NCc1ccc(Cl)cc1Cl	0.4	-4	0.3	-8	-1.2	-5	-1.4	0.9	-1.8	2	0
O=C(CN(Cc1ccc2c(c1)OCO2)C(=O)CSc1nc2ccccc2o1)NC1CCCCC1	-0.5	-1	1.8	4	0.4	-3	-1.1	1.0	2.4	-3	-3
Cc1cccc(C(=Cc2ccc([N+](=O)[O-])cc2)C(=O)O)c1	0.7	-5	4.4	-11	-2.5	7	-0.7	1.3	-0.2	1	5

One compound at a time (already shown). Order of values: DAX1 inh-1	SMARCA2 act	GAA850 FXN act	ADAM10 inh	hcDAF-12 act	NPR2 activator	ssDAF-12 act	DAX1 inh-2	hgDAF-12 ag	sPLA2-III inh	GC-A act
`CC1C/C(=N\NC(=O)c2cccnc2)CC(C)(C)C1` (configuration not stated) is listed as 1.6	0	3.0	-2	-1.0	5	-1.4	0.3	2.6	-3	2
`COc1cc(S(C)=O)ccc1-c1nc2ncccc2[nH]1` (configuration not stated) is listed as -0.6	-4	1.1	-472	-0.8	3	-0.8	0.1	-0.8	-5	5

Next section.
SMILES	DAX1 inh-1	SMARCA2 act	GAA850 FXN act	ADAM10 inh	hcDAF-12 act	NPR2 activator	ssDAF-12 act	DAX1 inh-2	hgDAF-12 ag	sPLA2-III inh	GC-A act
COc1ccc(NC(=O)CSc2ncnc3c2nnn3-c2ccc(F)cc2)c(OC)c1	-0.4	-2	-0.8	4	-1.0	1	-1.6	-0.7	1.6	1	2
C[C@H](CO)N1C[C@H](C)[C@@H](CN(C)S(=O)(=O)c2ccccc2)Oc2c(NC(=O)Nc3ccccc3)cccc2C1=O	-0.6	4	-5.2	12	-1.8	-1	-1.2	0.0	0.0	-10	0
CC(=O)N1C(=O)C2(NCC(C)N2)c2ccccc21 (configuration not stated)	-0.5	0	0.5	-3	0.7	3	-1.4	/	-2.6	2	0
COc1ccc(NC(=O)CSCC(=O)Nc2ccc(C)c(S(=O)(=O)N3CCCCCC3)c2)cc1	-1.6	-2	0.6	6	-2.5	1	-1.1	-2.5	-2.0	-22	-5
COC(=O)c1ccc2c(C)c(C(C)(C)O)[nH]c2c1	-0.1	2	1.6	i	-2.7	5	-1.3	2.3	1.4	-10	-1
CCOC(=O)N1CCN(C(=O)c2cccc(S(=O)(=O)Nc3ccc(OC)cc3)c2)CC1	-2.2	2	0.4	1	-0.9	-3	-1.4	2.2	1.4	-6	-3
Cc1occc1-c1nnc(SCC(=O)N(C)c2ccccc2)o1	-0.4	-3	-0.4	-2	-0.2	3	-1.1	-0.9	0.3	11	-4
NC(=O)c1ccc(NC(=O)COC(=O)C2(c3cccc(F)c3)CCCC2)cc1	-1.2	-4	1.5	2	-2.9	0	-2.1	-1.9	-1.2	-10	-1
CC(CNC(=O)c1ccc(OC2CCN(Cc3ccccn3)CC2)cc1)Oc1cccnc1 (configuration not stated)	-2.3	4	1.0	-4	0.9	1	-1.1	-0.2	2.3	-4	-3
COc1cc(NC(=O)c2ccc3c(=O)n(Cc4ccco4)c(=S)[nH]c3c2)cc(OC)c1OC	-0.2	-3	-0.9	7	-0.6	-1	-0.6	-0.5	3.1	-1	-2
CCOC(=O)c1c(-c2ccc(C)cc2C)csc1NC(=O)CSc1nnnn1C	-2.2	-4	-8.4	14	-3.1	4	-2.4	-4.5	-6.9	-25	2
CC1CC(C)CN(S(=O)(=O)c2ccc(C(=O)NCc3ccco3)cc2)C1 (configuration not stated)	-0.2	0	-0.6	-2	-0.3	6	-1.8	0.1	2.3	-18	3
CN(C)c1ccc(C(=O)OCC(=O)N2CCCC2)cc1	0.4	2	3.0	-5	-0.2	0	0.9*	0.6	2.8	5	-5
CCN(Cc1ccccc1)Cc1nc(CCc2ccccc2)no1	0.3	-3	1.6	-11	-0.1	5	-1.7	-1.6	1.4	9	-2
Cc1cc2[nH]c(=O)c(=O)[nH]c2cc1S(=O)(=O)NC1CCC(C)CC1 (configuration not stated)	0.2	-2	0.9	-318	-2.0	6	-1.2	0.5	1.3	2	6
CCOc1ccc(C2C3=C(CC(C)(C)CC3=O)N(CCCOC)C3=C2C(=O)CC(C)(C)C3)cc1OC	-0.7	-4	1.6	-8	-1.7	1	-1.2	1.0	1.5	3	1
CC1=NNC(=O)C1C(c1cccc(O)c1)C(C#N)C#N (configuration not stated)	-0.2	-2	-0.3	-8	-1.5	2	0.1	-0.8	-0.9	3	4
COc1ccc(S(=O)(=O)N2CCN(C(=O)CCOc3ccccc3)CC2)cc1OC	-0.3	-2	1.0	-8	-0.5	0	-0.9	0.1	-1.9	1	-1
COC(=O)c1ccc(NC(=O)Nc2ccc(OC)c(OC)c2)cc1	0.1	1	1.8	-1	-1.6	-8	-1.7	-2.5	-1.3	-5	-3

An excerpt of these results, field by field.
CC(CNC(=O)c1ccc(OC2CCN(Cc3ccccn3)CC2)cc1)Oc1cccnc1 (configuration not stated)
  DAX1 inh-1: -2.3	SMARCA2 act: 4	GAA850 FXN act: 1.0	ADAM10 inh: -4	hcDAF-12 act: 0.9	NPR2 activator: 1	ssDAF-12 act: -1.1	DAX1 inh-2: -0.2	hgDAF-12 ag: 2.3	sPLA2-III inh: -4	GC-A act: -3

CCOc1ccc(C2C3=C(CC(C)(C)CC3=O)N(CCCOC)C3=C2C(=O)CC(C)(C)C3)cc1OC
  DAX1 inh-1: -0.7	SMARCA2 act: -4	GAA850 FXN act: 1.6	ADAM10 inh: -8	hcDAF-12 act: -1.7	NPR2 activator: 1	ssDAF-12 act: -1.2	DAX1 inh-2: 1.0	hgDAF-12 ag: 1.5	sPLA2-III inh: 3	GC-A act: 1

CCOC(=O)N1CCN(C(=O)c2cccc(S(=O)(=O)Nc3ccc(OC)cc3)c2)CC1
  DAX1 inh-1: -2.2	SMARCA2 act: 2	GAA850 FXN act: 0.4	ADAM10 inh: 1	hcDAF-12 act: -0.9	NPR2 activator: -3	ssDAF-12 act: -1.4	DAX1 inh-2: 2.2	hgDAF-12 ag: 1.4	sPLA2-III inh: -6	GC-A act: -3

COc1ccc(S(=O)(=O)N2CCN(C(=O)CCOc3ccccc3)CC2)cc1OC
  DAX1 inh-1: -0.3	SMARCA2 act: -2	GAA850 FXN act: 1.0	ADAM10 inh: -8	hcDAF-12 act: -0.5	NPR2 activator: 0	ssDAF-12 act: -0.9	DAX1 inh-2: 0.1	hgDAF-12 ag: -1.9	sPLA2-III inh: 1	GC-A act: -1
